Screening results from PubChem.
CHO parental Ca = counter-screen: ATP calcium response change in parental CHO cells; parental CHO-K1, ATP-induced calcium, Fluo-8 fluorescence; inhibition, % at 5.6 µM; 330,000 compounds, 0.63% hits; AID 463079;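 active = inhibition above that plate's mean sample inhibition plus 3 SD, cut at about 26% in these data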;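 note: 0% = ATP-challenged DMSO wells and 100% = DMSO wells without ATP; some compounds past the cut are filed as inactive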
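Assay system: untransfected parental CHO cell line. Also added: ATP agonist challenge. Dosing: one dose, 5.6 µM nominal. Measured by: Fluo-8 fluorescence. Read-out: % inhibition. Benchmarks: ATP wells versus no-ATP DMSO wells. Repeats: no replicates.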
M1 PAM = human CHRM1 positive allosteric modulation; P11229; CHO-K1 hM1, Fluo-8 calcium fluorescence, ACh EC20; 0% = ACh EC20, 100% = maximal ACh; activation, % at 3 µM; 360,000 compounds, 0.088% hits; in the data active = activation above about 19%, passing the limit was not always enough
Target sequence (P11229 whole entry, looked up): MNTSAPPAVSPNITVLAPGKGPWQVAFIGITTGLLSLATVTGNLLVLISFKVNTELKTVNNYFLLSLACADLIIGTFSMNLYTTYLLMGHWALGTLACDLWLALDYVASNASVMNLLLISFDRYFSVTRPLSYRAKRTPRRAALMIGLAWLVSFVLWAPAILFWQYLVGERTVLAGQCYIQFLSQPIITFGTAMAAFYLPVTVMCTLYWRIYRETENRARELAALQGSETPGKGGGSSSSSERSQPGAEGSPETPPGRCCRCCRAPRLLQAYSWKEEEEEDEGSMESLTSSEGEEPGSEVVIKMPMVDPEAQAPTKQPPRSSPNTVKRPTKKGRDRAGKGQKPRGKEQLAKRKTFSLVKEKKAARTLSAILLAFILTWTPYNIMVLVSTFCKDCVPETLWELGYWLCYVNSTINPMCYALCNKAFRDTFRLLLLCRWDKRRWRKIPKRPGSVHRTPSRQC
CHO-K1 Ca PAM = M1 PAM counterscreen hit in parental CHO-K1 cells | 360,000 compounds, 0.02% hits | activation, % at 3 µM | ATP EC20, Fluo-8 calcium fluorescence; 0% at ATP EC20, 100% at ATP max | AID 602247;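 active = activation above the run cutoff, the mean activation of all test compounds plus 3 SD, cut at about 40% in these data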;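 note: peak over basal fluorescence ratio in a 140 s read after ATP addition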
TAAR1 antag = human TAAR1 antagonism. 360,000 compounds, 1.5% hits. Q96RJ0. AID 624466. CHO RD-HGA16 TAAR1, Fluo-8 calcium fluorescence, antagonist. inhibition, % at 3 µM;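 active = inhibition above a per-plate cutoff, the mean inhibition of test compounds on that plate plus 3 SD, cut at about 49% in these data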;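 note: 0% = DMSO plus EC80 beta-PEA response and 100% = DMSO alone without agonist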
Target sequence (Q96RJ0 whole entry, looked up): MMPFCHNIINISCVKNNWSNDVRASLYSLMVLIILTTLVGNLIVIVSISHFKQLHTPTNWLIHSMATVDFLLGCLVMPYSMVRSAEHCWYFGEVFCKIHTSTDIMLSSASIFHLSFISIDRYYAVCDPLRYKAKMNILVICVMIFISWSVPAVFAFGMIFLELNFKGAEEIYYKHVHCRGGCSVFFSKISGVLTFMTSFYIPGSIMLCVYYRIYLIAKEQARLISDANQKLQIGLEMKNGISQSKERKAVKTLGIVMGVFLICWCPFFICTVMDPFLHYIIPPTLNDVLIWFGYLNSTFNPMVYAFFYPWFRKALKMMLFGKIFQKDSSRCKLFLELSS
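Test system – hTAAR1-expressing CHO RD-HGA16 cells, Gα16-coupled · Also added – β-PEA at EC80 concentration, post-compound challenge · Compound – 3 µM, single point · Incubation – dye loading 75 min at 37 °C, then 30 min room temperature · Measured by – Fluo-8 intracellular calcium dye fluorescence, real-time kinetic reads · Benchmarks – vehicle and agonist controls · Replicates – singlicate, one well per test compound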
CHO-K1 Ca ag = nonselective activator or artifact in parental CHO-K1 cells. Fluo-8 calcium fluorescence; scaled to maximal ATP response, vehicle zero. activation, % at 3 µM. 360,000 compounds, 0.48% hits. AID 602248; in the data active = activation above about 15%;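 note: untransfected CHO-K1 host cells lacking M1 receptor as counterscreen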
CHO-K1 Ca antag = M1 antagonist counterscreen hit in parental CHO-K1 cells. ATP-induced calcium, Fluo-8 fluorescence. inhibition, % at 3 µM. 360,000 compounds, 0.6% hits;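 active = inhibition above a per-plate cutoff, the plate's mean sample inhibition plus 3 SD, cut at about 24% in these data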;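 note: 0% = DMSO plus EC80 ATP and 100% = DMSO alone without ATP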
CHRM1 antagonist = blocks human M1 muscarinic receptor. inhibition, % at 3 µM. AID 588852. CHO-K1 hM1, Fluo-8 calcium fluorescence, ACh EC80 antagonist. P11229. 360,000 compounds, 1.3% hits;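 active = percent inhibition above its own plate's cutoff, namely the mean of that plate's compound wells plus 3 SD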;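 note: peak over basal fluorescence ratio during 140 s after agonist addition; 0% = ACh EC80 plus DMSO and 100% = DMSO alone without agonist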
TAAR1 ag = agonists of human TAAR1 | activation, % at 3 µM | Q96RJ0 | 360,000 compounds, 0.99% hits | CHO RD-HGA16 TAAR1, Fluo-8 calcium fluorescence; vehicle wells 0%, saturating PEA agonist 100%;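 active = activation above the mean activation of all test compounds in the run plus 3 SD, cut at about 38% in these data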
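System: CHO-derived RD-HGA16 cells with stable Gα16 and human TAAR1 / Times: 17-24 h plating, Fluo-8 75 min 37 °C, 30 min RT / Technique: calcium-sensitive Fluo-8 signal, excitation 470-495, emission 515-575 nm / Measure: % activation relative to PEA EC100 response / Benchmarks: DMSO and PEA EC100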
CHRM1 agonist = agonists of human M1 muscarinic receptor | activation, % at 3 µM | 360,000 compounds, 0.33% hits | P11229 | AID 588814 | CHO-K1 hM1, Fluo-8 calcium fluorescence, agonist mode; 0% DMSO, 100% acetylcholine EC100;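 active = activation above the run's mean compound activation plus 3 SD, cut at about 16% in these data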;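 note: peak over basal fluorescence ratio within a 140 s kinetic read after compound addition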
* marks the source's active call; other numbers are inactive results; · = not tested or not shown.

structure,CHO-K1 Ca antag,CHRM1 antagonist,CHO-K1 Ca PAM,TAAR1 ag,CHO parental Ca,TAAR1 antag,CHRM1 agonist,CHO-K1 Ca ag,M1 PAM
O=C(COc1cccc2ccccc12)N/N=C/c1ccc(Sc2nc3ccccc3s2)o1,11,8,-3,2,-4,-12,-1,0.5,2
CNC[C@@H]1Oc2cc(Br)ccc2S(=O)(=O)N([C@@H](C)CO)C[C@H]1C,-13,-21,15,1,·,-12,-4,0.8,6
CCN(C(=O)CSc1nnc(-c2ccco2)n1Cc1ccccc1)C1CCS(=O)(=O)C1 (stereo not given),-19,-22,11,-1,-7,4,-4,0.3,27*
COC(=O)CNC(=O)C1CCCN1C(=O)OC(C)(C)C (stereo not given),-8,-3,12,1,-1,-13,-5,0.3,7
NS(=O)(=O)c1ccc(NC(=O)CCCC(=O)O)cc1,-13,-9,-1,14,1,2,-3,0.5,9
CCCN1C=CC(=CC=C(C#N)C#N)C=C1,24*,11,-22,18,10,13,10,15,-1
CCOc1cc(C2C(C(=O)N3CCCCC3)=C(C)NC3=C2C(=O)CC(C)(C)C3)ccc1O (stereo not given),-12,-12,16,2,-15,18,-6,0.6,9
COc1cc(NC(=O)CN2CCN(c3ccccc3F)CC2)cc(OC)c1,11,-28,-8,-1,-1,-9,-3,0.2,6
C[C@H]1CN([C@@H](C)CO)S(=O)(=O)c2ccc(Br)cc2O[C@H]1CN(C)C(=O)Cc1ccncc1,6,5,9,4,·,-7,-4,0.2,8
CC(C)OC(=O)CCc1nc2ccccc2[nH]c1=O,2,-5,1,2,-18,-14,-1,0.2,9
CCOC(=O)N1CCN(C(=O)c2cc3c(s2)-c2ccccc2OC3)CC1,-9,-15,13,3,-6,-5,-2,1.7,6
OC[C@@H]1CN(CCN2CCOCC2)C[C@H](n2cnc3c(NC4CCC4)ncnc32)O1,-7,-16,27,0,·,-17,0,1.0,13

The list continues.
structure,CHO-K1 Ca antag,CHRM1 antagonist,CHO-K1 Ca PAM,TAAR1 ag,CHO parental Ca,TAAR1 antag,CHRM1 agonist,CHO-K1 Ca ag,M1 PAM
CC(=O)c1cccc(NC(=S)N2CCC(Cc3ccccc3)CC2)c1,-5,1,0,2,-19,9,-2,1.8,0
CC(=O)NS(=O)(=O)c1ccc2c(c1)C(=O)c1cc(S(=O)(=O)NC(C)=O)ccc1-2,0,-5,0,3,-10,-11,-2,-0.6,1
Cc1nn(C(C)C(=O)Nc2ccc(Cl)cn2)c(C)c1[N+](=O)[O-] (stereo not given),21,23,-10,3,-10,9,-10,-0.1,-12
Cc1cccc(C2=NN(c3ccccc3)[C@@H](C(=O)N3CCOC3=O)[C@@H]2C)c1,-13,-8,22,4,-18,2,-4,0.7,6
CC(=O)c1ccc(NC(=O)C2CCCN(S(=O)(=O)c3cccc4nonc34)C2)cc1 (stereo not given),19,-16,11,·,-1,·,-8,4.5,7
Cc1nn2c3ccccc3n(CC(=O)c3cccs3)c2nc1=O,19,1,-5,8,-1,2,-10,-0.3,4
COc1cccc(CN(C)CC(=O)Nc2ccccc2C(=O)Nc2ccccc2)c1,-16,8,-8,4,-11,10,-5,0.5,-3
C=CCC1C=C(C)CC(CC=C)N1 (stereo not given),-7,-1,13,12,-19,-1,-6,0.4,9
S=C1c2ccccc2CN1c1ccccc1,2,2,10,-1,-11,4,-8,-0.8,1
Cc1ccccc1-c1nc(Cc2ccccc2)no1,3,8,9,12,-13,2,-5,0.3,-10
CCCCCC(=O)Nc1cc(S(=O)(=O)O)cc2cc(S(=O)(=O)O)cc(O)c12,-12,-17,10,4,·,-17,2,0.7,11
O=C1NC[C@H](CCCCN2C[C@H](Cc3ccc(O)cc3)N(CCc3ccc(O)cc3)C(=O)C2=O)N(CC2CCCCC2)C1=O,-18,·,-7,6,·,-24,·,0.4,·

Later entries
structure,CHO-K1 Ca antag,CHRM1 antagonist,CHO-K1 Ca PAM,TAAR1 ag,CHO parental Ca,TAAR1 antag,CHRM1 agonist,CHO-K1 Ca ag,M1 PAM
Cn1c(C(=O)NCCN2CCOCC2)cc2c(=O)n(C)c3ccccc3c21,2,14,17,0,-9,1,-2,0.7,-2
CCCCCCCCn1c(=O)c(C(=O)OCC)c(O)c2ccccc21,-15,-8,2,-4,-10,2,-5,-0.1,5
COc1ccc(OC)c(NC(=O)Cn2c(CCC(=O)O)ccc2-c2ccccc2)c1,3,-1,3,1,-19,-11,-3,0.3,13
Cc1cccc(NC(=O)CSc2nnc(NC(=O)c3ccco3)s2)c1,-19,-9,11,4,-15,12,-3,3.0,6
CCn1c(NCc2c[nH]c3ccccc23)nc2ccccc21,6,-29,-2,3,-25,-1,-3,-0.3,5
CN(Cc1ccco1)C(=O)CSc1nc(C2CC2)n(-c2ccccc2)n1,2,-10,10,1,·,-5,-6,0.3,8
COc1ccc(OCc2cc(C(=O)N3CCCN(C(C)=O)CC3)no2)c(Cl)c1,-11,-13,26,4,-7,-14,0,1.9,11
O=C(NCC1([N+](=O)[O-])CN(C(=O)c2ccccc2)CN(C(=O)c2ccccc2)C1)c1ccccc1,-13,-3,26,6,-19,-14,-2,0.2,5
CN(NC(=O)c1ccc(Cl)cc1Cl)C1=NS(=O)(=O)c2ccccc21,1,-6,-6,1,4,-16,-2,0.1,1
CCC/C(=N/NC(=O)c1ccccc1Cl)c1ccccc1,-18,-7,25,1,1,6,-4,1.9,6
CCOC(=O)C1(C)Oc2cccnc2NC1=O (stereo not given),-19,-7,7,1,-12,-22,-6,1.0,11
COc1ccc(C(=O)CC(=O)c2ccccc2)cc1,-6,-4,14,2,-29,-5,-5,0.1,2

(more compounds)
structure,CHO-K1 Ca antag,CHRM1 antagonist,CHO-K1 Ca PAM,TAAR1 ag,CHO parental Ca,TAAR1 antag,CHRM1 agonist,CHO-K1 Ca ag,M1 PAM
CCOC(=O)CC1C(=O)NCCN1C(=O)c1cc2c(=O)n3cccc(C)c3nc2s1 (stereo not given),-12,-9,7,0,-2,-5,-1,0.3,-5
CC1=NN(c2ccccc2)C(=O)/C1=C\c1cc(C)n(-c2cccnc2)c1C,-8,-4,2,1,-11,3,-1,0.2,-2
CC(=O)c1c(C)[nH]c(C(=O)OCC(=O)N2CCc3ccccc32)c1C,0,7,18,9,1,18,-2,2.1,-2
Cc1ccsc1/C=N/NC(=O)c1ccco1,-9,-8,17,2,-15,3,-5,-0.4,8
Cc1nn(C)c(Cl)c1CN1CCCC(CO)(Cc2ccccc2)C1 (stereo not given),-15,7,10,3,-15,-6,-6,4.8,4
COc1cc(Cl)ccc1OCc1cc(C(=O)N[C@H]2CCCCNC2=O)no1,-10,4,11,8,-5,24,-10,5.2,5
CCOC(=O)N1CCC(NC(=O)c2ccc(CNS(=O)(=O)c3ccc(F)cc3)cc2)CC1,-11,-9,-3,·,-12,·,4,2.3,14
COc1cccc(C2CC(c3ccc(NS(C)(=O)=O)cc3)=NN2C(=O)c2ccccc2)c1OC (stereo not given),-1,-4,-5,9,-14,-7,-11,1.1,3
CCOC(=O)Nc1ccc(S(=O)(=O)N(C)C(C)C)cc1,1,0,0,2,4,14,-3,0.2,6
C/C(=N\NC(=O)c1c(Cl)cnn1C)c1cccc(NC(=O)C(C)C)c1,-11,-15,11,1,-6,12,-5,0.7,8
O=C(COC(=O)CCS(=O)(=O)c1ccccc1)Nc1cc(S(=O)(=O)N2CCCCC2)ccc1Cl,2,-1,-10,7,-26,7,0,6.5,-2
COCc1nc(-c2cc(Br)ccc2OC)no1,-9,-32,22,9,-10,-7,-2,0.5,9

A second format for some results above:
Molecule: Cc1cccc(NC(=O)CSc2nnc(NC(=O)c3ccco3)s2)c1
  CHO-K1 Ca antag = -19
  CHRM1 antagonist = -9
  CHO-K1 Ca PAM = 11
  TAAR1 ag = 4
  CHO parental Ca = -15
  TAAR1 antag = 12
  CHRM1 agonist = -3
  CHO-K1 Ca ag = 3.0
  M1 PAM = 6
Molecule: COc1cccc(CN(C)CC(=O)Nc2ccccc2C(=O)Nc2ccccc2)c1
  CHO-K1 Ca antag = -16
  CHRM1 antagonist = 8
  CHO-K1 Ca PAM = -8
  TAAR1 ag = 4
  CHO parental Ca = -11
  TAAR1 antag = 10
  CHRM1 agonist = -5
  CHO-K1 Ca ag = 0.5
  M1 PAM = -3
Molecule: CC(=O)c1ccc(NC(=O)C2CCCN(S(=O)(=O)c3cccc4nonc34)C2)cc1 (stereo not given)
  CHO-K1 Ca antag = 19
  CHRM1 antagonist = -16
  CHO-K1 Ca PAM = 11
  TAAR1 ag = ·
  CHO parental Ca = -1
  TAAR1 antag = ·
  CHRM1 agonist = -8
  CHO-K1 Ca ag = 4.5
  M1 PAM = 7

Further records follow:
structure,CHO-K1 Ca antag,CHRM1 antagonist,CHO-K1 Ca PAM,TAAR1 ag,CHO parental Ca,TAAR1 antag,CHRM1 agonist,CHO-K1 Ca ag,M1 PAM
O=C(OCc1ccccc1F)c1cc([N+](=O)[O-])ccc1N1CCOCC1,-15,-1,2,-1,-20,-8,-3,1.4,5
CCOc1cc(C2C3=C(CC(C)(C)CC3=O)N(C)C3=C2C(=O)CC(C)(C)C3)ccc1O,8,2,-3,7,-5,-2,-3,-0.1,1
CCC1CCC2(CC1)NNC(=S)NN2,-12,3,9,4,-4,-3,-7,0.2,1
Cc1cc(-n2c(C)cc(C(=O)CSc3[nH]c(=O)cc(C(F)(F)F)c3C#N)c2C)no1,4,6,-19,4,-21,-3,1,-0.1,6
COc1ccc(NC(=O)CC#N)cc1OC,3,5,-7,2,-2,10,-4,0.0,-4
CCOC(=O)c1cnn(-c2ccccc2)c1NC(=O)c1ccccc1C,-13,0,1,11,-15,-21,-1,1.0,-9
O=C(Nn1cnnc1)c1cc(-c2cccc(Br)c2)nc2ccccc12,-8,1,-4,2,11,-31,-3,0.5,0

Some of these compounds in order of their number in M1 PAM, largest number first:
Molecule,M1 PAM
Cc1cc(-n2c(C)cc(C(=O)CSc3[nH]c(=O)cc(C(F)(F)F)c3C#N)c2C)no1,6
CCOc1cc(C2C3=C(CC(C)(C)CC3=O)N(C)C3=C2C(=O)CC(C)(C)C3)ccc1O,1
O=C(Nn1cnnc1)c1cc(-c2cccc(Br)c2)nc2ccccc12,0
COc1ccc(NC(=O)CC#N)cc1OC,-4

The order is random (roughly 4.4% active in at least one column).
